Siah-1 displacement = Siah-1 peptide-binding antagonists, primary screen, biochemical, fluorescence polarization, rhodamine-plectin, uHTS (AID 1817); Siah-1 / rhodamine-plectin peptide fluorescence polarization; higher % means a stronger effect; displacement, % at 20 µM; hits with a dose series show IC50 in µM; hit rate 0.02% among 290,000;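 active = displacement of at least 50% at 20 µM, with a fluorescence ratio check between 0.3 and a set limit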;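 also: plate controls were Siah plus tracer with DMSO for no effect and tracer alone without Siah for full effect; strong numbers were not always called active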
XIAP antagonists = XIAP antagonists, biochemical, IAP family, fluorescence polarization (AID 1018). E3 ubiquitin-protein ligase XIAP (Homo sapiens). XIAP BIR domain, fluorescence polarization peptide displacement; higher % means a stronger effect. one-dose displacement, % at 20 µM; IC50 in µM for titrated hits. hit rate 0.007% among 200,000; in the data active = displacement above about 50%; also: a part of the inactive calls stands beside numbers as strong as those of hits
TNAP activation fold = human TNAP enzyme activators, primary screen, biochemical, luminescent, no phosphate acceptor, uHTS (AID 1001); activation fold at 20 µM, or EC50 in µM where a hit was titrated; purified TNAP, luminescent activation assay, no phosphate acceptor; higher activation fold means a stronger effect; hit rate 0.03% among 200,000; Alkaline phosphatase, tissue-nonspecific isozyme (Homo sapiens); in the data active = activation fold from about 3, or a potency from the dose series; inactive = the rest, 99 in 100 with activation fold below about 1.6; also: many of its hits are not listed in these tables
Hep lipid drop = inhibitors of hepatocyte lipid droplet formation, primary screen, imaging, high-throughput imaging, BODIPY stain; hit rate 0.4% among 240,000; AML12 mouse hepatocytes, oleate lipid droplets; AID 1656, 2009; inhibition, % at 6.5 µM;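 active = lipid droplet intensity inhibited by at least 50%, with more than 500 cells counted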
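Test system: AML12 hepatocytes (mouse); reagent: oleate loading, 100 µM; dosing: one dose, 6.5 µM compound; incubation: overnight exposure; signal: fluorescence imaging, 20x objective, two fields per well; read-out basis: % inhibition of corrected integrated BODIPY droplet signal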
M1AAP inhibition = P. falciparum M1AAP inhibitors, biochemical, fluorogenic H-Leu-NHMec substrate, 1536-well (AID 1445); Aminopeptidase N (Plasmodium falciparum (isolate 3D7)); recombinant M1AAP, H-Leu-NHMec fluorogenic kinetic assay; higher % means a stronger effect; inhibition, % at 30 µM; hits with a dose series show IC50 in µM; hit rate 0.42% among 220,000;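 active = primary inhibition above the hit cutoff, then over 50% inhibition at one or more dose response concentrations, cut at about 23% in these data, passing the limit was not always enough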;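 also: plate controls were DMSO full reaction for no effect and no enzyme background for full effect; strong numbers were not always called active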
UTI89 phage lysis = inhibition of K1F phage lysis, E. coli UTI89, bacterial capsule biogenesis inhibitors, alamar blue (AID 488966); one-dose inhibition, % at 100 µM; IC50 in µM for titrated hits; hit rate 0.02% among 340,000; E. coli UTI89 K1F phage lysis, alamar blue, 2 h; higher % means a stronger effect;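 active = phage lysis inhibition, versus mean bacterial control, above a set limit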;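 also: capsule biogenesis inhibitors block K1F phage lysis so surviving cells raise fluorescence; higher fluorescence means more inhibition of phage lysis; actives were called in the ten point dose series up to 300 µM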
M17LAP inhibition = P. falciparum M17LAP inhibitors, primary screen, biochemical, fluorogenic H-Leu-NHMec substrate, 1536-well (AID 1619); Leucine aminopeptidase (Plasmodium falciparum (isolate 3D7)); recombinant M17LAP, H-Leu-NHMec fluorogenic kinetic assay; higher % means a stronger effect; inhibition, % at 30 µM; hits with a dose series show IC50 in µM; hit rate 0.38% among 220,000;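 active = compound inhibiting the enzyme by more than half at any dose during confirmatory dose-response retesting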;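 also: plate controls were full reaction with DMSO carrier for no effect and no enzyme background for full effect; strong numbers were not always called active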
human PMI inhibition = inhibitors of human PMI, primary screen, biochemical, fluorescence intensity, coupled assay (AID 1209) | Mannose-6-phosphate isomerase (Homo sapiens) | purified PMI enzyme, coupled fluorescence intensity; higher % means a stronger effect | inhibition, % at 20 µM, or IC50 in µM where a hit was titrated | hit rate 0.42% among 190,000;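 also: plate controls were DMSO vehicle for no effect and wells lacking substrate for full effect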
PMI inhibition = human PMI inhibitors, high substrate, primary screen, biochemical, fluorescence intensity, high mannose 6-phosphate (AID 1220) | Mannose-6-phosphate isomerase (Homo sapiens) | recombinant PMI enzyme, coupled fluorescence intensity; higher % means a stronger effect | one-dose inhibition, % at 20 µM; IC50 in µM for titrated hits | hit rate 0.66% among 190,000
Hep lipid drop cells 6.5 µM = recorded beside Hep lipid drop, whose call it bears; cell count; measured here: cell count, cytotoxicity flag;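 cells counted across two imaged fields per well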
Active calls of the source: *; nt = no result given; [ ] = another dose, or the depositor's remark. Rule as the data show it, unless noted: active = inhibition above about 50%; inactive = the rest.

SMILES	Siah-1 displacement	XIAP antagonists	TNAP activation fold	Hep lipid drop	Hep lipid drop cells 6.5 µM	M1AAP inhibition	UTI89 phage lysis	M17LAP inhibition	human PMI inhibition	PMI inhibition
CCNC(=S)/N=C(/Nc1ccc(OC)cc1)Nc1nc(C)cc(C)n1	-2%	nt	nt	10	717	2%	nt	2%	nt	nt
CCOC(=O)c1c(C)[nH]c(C(=O)OCc2c(C)noc2C)c1C	-4%	-4.5%	1	nt	nt	5%	0.6%	2%	14%	9%
CCCCc1cc2c(s1)CCCC/C2=N/O	-6%	-1.2%	1	-40	764	1%	0.6%	-4%	11%	7%
NC(CO)C(O)c1ccc([N+](=O)[O-])cc1 (stereo not given)	5%	-2.9%	1.1	12	690	6%	2.5%	7%	-7%	-4%
C=CCOc1ccc(/C=N/N2C(=O)C(CC(=O)Nc3ccc(F)cc3F)SC2=NC)cc1 (stereo not given)	-4%	-10%	0.9	20	702	-1%	1.0%	10%	10%	1%
COc1ccc(NC(=S)NCCCN2CCCC2)cc1Cl	2%	-3.8%	1	14	717	5%	-0.1%	4%	-15%	-12%
CC(O)C(O)C(O)C(O)/C=N/NC(=O)c1ccccc1 (stereo not given)	1%	-10%	1	16	649	-4%	0.4%	3%	20%	22%
CC1C(=O)Nc2ccccc2N1C(=O)C1CC1 (stereo not given)	0%	-4.9%	1	-4	753	7%	0.1%	-8%	-18%	-8%
COC(=O)c1cc(Cl)c(NC(=O)/C=C/c2ccc(OC)cc2)cc1OC	11%	-5.2%	1.1	-14	619	9%	3.5%	-16%	6%	-8%
CCOC(=O)c1[nH]c2ccc(Br)cc2c1NC(=O)CCN1CCOCC1	0%	nt	nt	-11	716	5%	0.3%	12%	nt	nt
CCOC(=O)CNc1nc(-c2ccncc2)nc2ccccc12	-1%	-0.9%	1.1	-1	670	0%	0.1%	1%	7%	3%
COc1cccc(-n2c(C)c(C(C)=O)c(C(C)=O)c2C)c1	1%	2.1%	1.1	21	755	0%	0.1%	14%	2%	-3%
CNC(=S)NCCCc1ccccc1	1%	-4.9%	1	29	651	2%	-0.3%	-6%	2%	6%
O=C(/C=C/N1CCOCC1)c1cc2ccccc2o1	2%	-1.1%	1.1	-1	580	12%	0.2%	34%	6%	7%
O=C(CC(=O)N/N=C/c1ccccc1O)NCc1cccnc1	-2%	-5.6%	1.8	-2	510	10%	0.2%	-20%	1%	-20%
O=C(Nc1cccc(C(F)(F)F)c1)Oc1ccccc1N1CCOCC1	14%	nt	nt	1	670	4%	0.5%	2%	nt	nt
COc1ccc(Cl)cc1-c1nc(-c2ccc(NC(=O)c3cccs3)cc2)no1	15%	-4.3%	0.8	-15	574	0%	1.7%[50 µM]	3%	-1%	-4%
Cc1onc(-c2ccccc2)c1C(=O)N1CCc2ccccc21	3%	-3.0%	1.1	nt	nt	14%	-2.3%	3%	5%	-2%
Cc1ccc(-c2nnc(SCC(N)=O)n2C)cc1	-2%	-2.4%	1	-4	669	7%	-1.6%	6%	1%	-4%
O=C(c1ccccc1)c1ccccc1C(=O)N1CCOCC1	0%	-3.6%	1.1	-2	722	9%	-3.7%	9%	17%	11%
COc1ccc(/C=N/NC(=O)c2ccc3nc[nH]c3c2)c(OC)c1OC	-1%	nt	nt	16	671	2%	nt	12%	nt	nt
COc1ccc(NC(=O)CNS(=O)(=O)c2ccc(Cl)cc2)cc1	1%	-12%	1	-20	692	-3%	0.1%	6%	8%	28%
O=C(CCCOc1ccc(Cl)cc1Cl)N1CCCc2ccccc21	-4%	-3.9%	1.2	10	776	3%	0.4%	3%	12%	9%
CCOC(=O)C(C)Sc1nc2ccccc2c(=O)n1CC (stereo not given)	-3%	1.2%	1.1	-36	552	8%	0.8%	0%	5%	6%
CCc1c(C)nc(SCC(=O)CC(=O)OC(C)C)c(C#N)c1C	8%	-1.6%	1.1	10	748	1%	-0.9%	-15%	14%	8%

Reprinted at random: 3 entries already listed
SMILES	Siah-1 displacement	XIAP antagonists	TNAP activation fold	Hep lipid drop	Hep lipid drop cells 6.5 µM	M1AAP inhibition	UTI89 phage lysis	M17LAP inhibition	human PMI inhibition	PMI inhibition
C=CCOc1ccc(/C=N/N2C(=O)C(CC(=O)Nc3ccc(F)cc3F)SC2=NC)cc1 (stereo not given)	-4%	-10%	0.9	20	702	-1%	1.0%	10%	10%	1%
COc1ccc(/C=N/NC(=O)c2ccc3nc[nH]c3c2)c(OC)c1OC	-1%	nt	nt	16	671	2%	nt	12%	nt	nt
CCc1c(C)nc(SCC(=O)CC(=O)OC(C)C)c(C#N)c1C	8%	-1.6%	1.1	10	748	1%	-0.9%	-15%	14%	8%

Going on with the list.
SMILES	Siah-1 displacement	XIAP antagonists	TNAP activation fold	Hep lipid drop	Hep lipid drop cells 6.5 µM	M1AAP inhibition	UTI89 phage lysis	M17LAP inhibition	human PMI inhibition	PMI inhibition
Cc1ccc(S(=O)(=O)N2CCC(C(=O)O)CC2)cc1C(=O)O	-2%	-5.7%	1	nt	nt	5%	2.0%	-4%	-16%	-18%
Cc1ccc(-c2nn(-c3ccccc3)cc2C(=O)N2CCN(c3ccccn3)CC2)cc1	13%	-6.2%	1.1	8	692	-1%	-0.2%	-1%	15%	7%
Cc1nn(C(C)C)c(C)c1CN1CCN(Cc2ccsc2)C(CCO)C1 (stereo not given)	2%	-3.2%	1.1	-46	599	1%	0.0%	-3%	-1%	-6%
CC(C)NC(=O)c1cc2ccccc2o1	9%	1.9%	1.1	-6	752	1%	0.5%	10%	-13%	-12%
COC(=O)c1ccccc1NC(=O)c1cc2n(n1)C(C(F)F)CC(C(F)F)N2 (stereo not given)	3%	-3.7%	1.1	15	780	-1%	0.5%	-4%	10%	3%
Cc1[nH]c2ccccc2c1C(=O)CN1CCN(C2CCCCC2)CC1	-6%	-3.1%	1	6	814	1%	nt	8%	15%	4%
COc1ccc(S(=O)(=O)c2c(C)c(NS(=O)(=O)c3ccccc3)cc(C)c2O)cc1	-2%	-2.1%	0.8	-2	698	-1%	0.5%	0%	-13%	1%
O=C(N1CCOCC1)C12CC3CC(C1)CC(C(=O)N1CCOCC1)(C3)C2	1%	-2.4%	1	nt	nt	0%	0.8%	-3%	7%	10%
O=C(COc1ccc(Br)cc1Cl)c1ccc[nH]1	11%	-3.5%	1.1	5	669	1%	0.2%	2%	-1%	7%
CS(=O)(=O)Oc1ccc(Br)cc1/C=C1/N=C(c2ccco2)OC1=O	-4%	-8.1%	1.1	-2	699	2%	0.2%	8%	-26%	-15%
CSc1sc(C(=O)NNC(C)=O)c2c1C=CCC2	-4%	nt	nt	-6	715	1%	nt	-1%	nt	nt
COc1ccc(-c2cc(N)n(S(=O)(=O)c3ccc(F)cc3)n2)cc1OC	0%	-6.0%	1.2	nt	nt	7%	-1.3%	-1%	13%	14%
COc1ccc(Cn2c(=O)[nH]c3cc(C(=O)NCCCN4CCCC4)ccc3c2=O)cc1	3%	-1.5%	1	-7	735	20%	0.3%	-11%	7%	7%
COc1ccc(NC(=O)c2ccc(C(=O)c3ccccc3)o2)cc1	-1%	-6.5%	1.1	-17	751	5%	4.2%	1%	5%	-1%
CCCc1cc(C(=O)N2CCCC(C(=O)c3cccc4ccccc34)C2)n(C)n1 (stereo not given)	11%	2.7%	1	-31	564	2%	0.0%	2%	16%	21%
CC(C)Cc1ccc(C(C)NC(=O)c2ccc(=O)[nH]c2)cc1 (stereo not given)	7%	2.4%	1	3	700	3%	0.5%	21%	4%	8%
CC1=NN(C(=O)c2ccoc2C)C(O)(C(F)(F)F)C1 (stereo not given)	-1%	nt	nt	-9	698	1%	-0.4%	-2%	nt	nt
Cc1ccc(S(=O)(=O)Nc2cc(-c3ccccc3)nn2C)cc1	-1%	nt	nt	-10	653	4%	nt	2%	nt	nt
COc1ccc(/C=N/N=C2\SCC(=O)N2c2c(C)n(C)n(-c3ccccc3)c2=O)cc1OC	6%	1.2%	1.1	62*	688*	4%	2.9%	21%	-9%	10%
Cc1cccc(NC(=O)CNC(=O)COc2ccc(-c3ccc(C#N)cc3)cc2)c1C	9%	-9.6%	1.1	-17	619	-2%	0.4%[50 µM]	15%	-4%	-9%

Compounds above that contain an aryl thioether with sulfur outside any ring (4):
SMILES	Siah-1 displacement	XIAP antagonists	TNAP activation fold	Hep lipid drop	Hep lipid drop cells 6.5 µM	M1AAP inhibition	UTI89 phage lysis	M17LAP inhibition	human PMI inhibition	PMI inhibition
Cc1ccc(-c2nnc(SCC(N)=O)n2C)cc1	-2%	-2.4%	1	-4	669	7%	-1.6%	6%	1%	-4%
CCOC(=O)C(C)Sc1nc2ccccc2c(=O)n1CC (stereo not given)	-3%	1.2%	1.1	-36	552	8%	0.8%	0%	5%	6%
CCc1c(C)nc(SCC(=O)CC(=O)OC(C)C)c(C#N)c1C	8%	-1.6%	1.1	10	748	1%	-0.9%	-15%	14%	8%
CSc1sc(C(=O)NNC(C)=O)c2c1C=CCC2	-4%	nt	nt	-6	715	1%	nt	-1%	nt	nt

High-throughput results deposited in PubChem BioAssay by several laboratories.
